NR2E3 ag-1: agonists of human nuclear receptor NR2E3; Q9Y5X4; GST-NR2E3/biotin-RetCOR TR-FRET, 1536-well; inhibition of corepressor binding, % at 4.78 µM; 0.12% of 320,000 active; AID 2300;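 active = percent inhibition above the cutoff of mean plus 3 SD of all tested compounds, set per screening campaign, cut at about 20% in these data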;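 note: 0% = DMSO wells and 100% = biotin wells as full block of FRET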
Target sequence (Q9Y5X4 whole entry, looked up): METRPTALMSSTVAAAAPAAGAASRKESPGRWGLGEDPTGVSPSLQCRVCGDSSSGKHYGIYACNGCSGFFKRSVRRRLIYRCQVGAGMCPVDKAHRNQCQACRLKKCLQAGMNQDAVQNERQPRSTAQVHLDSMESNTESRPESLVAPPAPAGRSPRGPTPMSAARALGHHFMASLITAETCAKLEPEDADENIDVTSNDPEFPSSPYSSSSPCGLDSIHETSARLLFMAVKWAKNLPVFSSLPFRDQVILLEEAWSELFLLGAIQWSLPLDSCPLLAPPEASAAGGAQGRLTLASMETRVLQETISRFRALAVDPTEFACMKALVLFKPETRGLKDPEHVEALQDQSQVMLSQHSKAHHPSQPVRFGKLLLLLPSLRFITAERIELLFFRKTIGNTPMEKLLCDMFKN
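System: GST-tagged NR2E3 plus biotinylated RetCOR corepressor; Buffer or medium: pH 7.5 Tris-based buffer; Probe or stimulus: RetCOR corepressor, biotinylated, 7 nM; Doses: compound at 4.8 µM, single dose; Schedule: 5 h incubation at 4 °C; Technique: time-resolved FRET; Evaluation: percent inhibition of TR-FRET ratio; Replication: one well per compound, singlicate testing.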
iPSC survival up: hiPSC single-cell survival enhancement; ATPlite luminescence; 100% = ROCK inhibitor wells, 0% = DMSO; survival enhancement, % at 20 µM; 0.044% of 360,000 active; in the data active = survival enhancement above about 18%;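 note: cells exposed to compounds for 16 hours before the ATP read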
CF NFkB block: inhibitors of cystic fibrosis induced NF-kB. KKLEB NF-kB-GFP reporter, PAF-induced, GFP fluorescence overnight. AID 588850. inhibition, % at 5 µM. 0.86% of 360,000 active;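 active = at least 50% inhibition at 5 µM, scaled per plate between neutral and stimulator controls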;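 note: PAF is a Pseudomonas aeruginosa culture filtrate used as stimulus; plate controls were PAF-stimulated DMSO wells for no effect and unstimulated DMSO wells for full effect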
aDG glyco act: increases alpha dystroglycan glycosylation. Pro5-aDG cells, alpha-DG glycosylation AlphaScreen (IIH6); 0% Pro5, 100% B10-LARGE cell signal. activation, % at 10 µM. 0.22% of 360,000 active. AID 624168;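 active = activation of at least 8% versus controls, or a plate z-score of at least 8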;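 note: Pro5 are CHO cells carrying HIG-tagged alpha-DG that lacks glycosylation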
NR2E3 ag-2: human photoreceptor-specific nuclear receptor agonism; CHO-S Gal4-NCOR/VP16-NR2E3 two-hybrid, luciferase; inhibition of corepressor binding, % at 3.98 µM; 0.35% of 360,000 active; AID 602229;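 active = inhibition above the mean of all tested compounds plus 3 SD, cut at about 70% in these data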;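 note: 0% = DMSO with NR2E3 transfected cells and 100% = cells lacking NR2E3 construct; higher means lower luciferase signal from less NR2E3 corepressor binding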
TWEAK-Fn14 inh: inhibitors of TWEAK-Fn14 interaction signaling; AID 1159606; inhibition, % at 10 µM; TWEAK-stimulated Fn14 reporter cells, luciferase luminescence, 8 h; 2% of 360,000 active; in the data active = inhibition above about 50%
HIF-2a block: blocks HIF-2a reporter activity; 786-0 RCC cells HIF-2a reporter, luciferase luminescence, overnight; inhibition, % at 18.8 µM; 0.72% of 360,000 active;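 active = inhibition of the luminescence signal of 40% or more relative to plate controls, in a single-dose primary screen at 18.75 µM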
Shn3 3UTR inh: Schnurri-3 reporter inhibition in Clone20 osteoblasts | Clone20 osteoblast Shn3 3'UTR firefly luciferase, 24 h | AID 588674 | inhibition, % at 12.5 µM | 0.52% of 360,000 active;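 active = mean inhibition of at least 75% with every replicate also reaching 75%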;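 note: 0% = median of neutral control wells and 100% = pilot-screen positive control compound; some compounds past the cut are filed as inactive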
KKLEB tox: counter-screen for CF NF-kB inhibitors: cytotoxicity; KKLEB CF airway cells viability, ATPlite luminescence, overnight; hits give low values; cells stimulated with P. aeruginosa culture filtrate; activity change (cytotoxicity), % at 5 µM; 0.36% of 360,000 active;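 active = corrected activity change at or below -50% at 5 µM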
Peg3 promoter: Peg3 promoter activity inhibition; HeLa PEG-Prom luciferase reporter, luminescence, overnight; inhibition, % at 20 µM; 1.7% of 360,000 active;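 active = inhibition of at least 50% at 20 µM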
MITF TRPM1 inh: inhibitors of MITF-driven TRPM1 promoter in melanoma cells; inhibition, % at 12.5 µM; SK-MEL-5 TRPM1 promoter luciferase, 24 h; 0.83% of 330,000 active;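 active = mean inhibition across replicates of 60% or more, whatever share of single replicates reaches that level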; note: values of inactives mirror those of a sister screen read the other way
An asterisk follows results filed as active; . = not tested or not shown.

SMILES	NR2E3 ag-1	iPSC survival up	CF NFkB block	aDG glyco act	NR2E3 ag-2	TWEAK-Fn14 inh	HIF-2a block	Shn3 3UTR inh	KKLEB tox	Peg3 promoter	MITF TRPM1 inh
CC1=NN(C(=O)c2ccoc2C)C(O)(C(F)(F)F)C1 (centres undefined)	-4	-0.5	-6	0.0	-98	6	10	-3	15	2	12
COc1ccc(NC(=O)c2cc(-c3ccc4c(c3)OCO4)on2)cc1	-4	-0.6	-3	0.0	-41	-25	-16	5	2	-16	-14
COc1ccc(/C=N/N=C2\SCC(=O)N2c2c(C)n(C)n(-c3ccccc3)c2=O)cc1OC	1	-1.7	11	0.2	2	-9	7	-3	-8	2	12
COc1ccccc1CNC(=O)CN(c1cccc([N+](=O)[O-])c1)S(C)(=O)=O	-2	-2.5	0	-0.2	-8	-5	12	-2	3	11	7
Cc1cccc(NC(=O)CNC(=O)COc2ccc(-c3ccc(C#N)cc3)cc2)c1C	-8	0.1	-26	1.0	22	9	14	25	2	18	-4
CC(C)(C)c1ccc(OCC(=O)Nc2cccc(S(=O)(=O)NC3=NCCCCC3)c2)cc1	0	-0.4	16	-0.1	1	0	-64	-8	-16	-35	-3
COc1ccc(C(=O)c2cc([N+](=O)[O-])ccc2N2CCCC2)cc1	2	-1.0	21	-0.2	-52	9	18	-14	-13	48	17
CCn1c(=N)n(CC(O)COc2cccc(C)c2)c2ccccc21 (centres undefined)	-3	-1.8	-11	0.8	-7	-16	15	43	6	7	8
Cc1cc2nc3c(c(=O)n2[nH]1)CCCC3	2	2.1	2	0.0	-8	8	-12	-10	2	9	3
Cc1nn(Cc2ccc(F)cc2)c(Cl)c1/C=N/NC(=O)c1ccccc1	5	-0.5	1	0.1	-15	28	-101	-25	-9	-36	-19
O=C(COc1ccccc1)Nc1ccc(N2CCCCC2)cc1	-3	-0.6	-30	-0.3	-70	-32	-250	-17	12	-249	-70
O=C(O)CCCNc1c(C(=O)Nc2ccc(Cl)cc2)cc([N+](=O)[O-])cc1[N+](=O)[O-]	1	-1.4	21	-0.2	-40	14	-13	-17	-19	-14	7
COc1ccc(NC(=O)c2ccc(C(=O)c3ccccc3)o2)cc1	0	1.6	8	0.3	-8	-2	-141	-7	1	-87	-46
CC(=O)c1ccc(OCCCC(=O)N2CCN(S(=O)(=O)c3ccc(C(C)C)cc3)CC2)cc1	5	-0.1	-16	0.9	17	21	8	61	3	-2	12
CC1CCc2ccccc2N1CC(=O)Nc1cccc(S(=O)(=O)N2CCCC2)c1 (centres undefined)	.	-0.3	14	0.0	10	0	11	28	6	14	15
COc1cccc(N2CCN(CC(=O)NC3=Nc4ccccc4N=C(C)C3c3ccccc3)CC2)c1 (centres undefined)	2	-0.1	-8	0.0	-20	-5	12	-16	5	7	-16
CCCc1cc(C(=O)N2CCCC(C(=O)c3cccc4ccccc34)C2)n(C)n1 (centres undefined)	1	-0.3	19	0.6	10	-21	-43	34	-6	-6	0
CC(C)Cc1ccc(C(C)NC(=O)c2ccc(=O)[nH]c2)cc1 (centres undefined)	4	0.3	-20	0.4	18	3	23	28	2	11	6
Cc1nn(CCC(=O)NNC(=S)Nc2ccc(F)cc2)c(C)c1Br	0	-1.9	-9	0.1	5	-13	19	-6	3	-2	2
CCOc1cc(/C=C2\NC(=O)NC2=O)cc([N+](=O)[O-])c1O	-25	-0.6	-4	0.1	12	-13	12	10	20	5	4
CCCCCN(C(=O)CCC(=O)OCC(=O)NCCc1ccccc1)c1c(N)n(CCCC)c(=O)[nH]c1=O	.	-0.5	13	-0.1	-11	9	4	-22	0	10	.
CN(C)CCCn1c(SCc2ccc(Cl)cc2)nnc1-c1ccncc1	2	0.0	8	-0.3	-14	-24	10	-5	-8	-1	9
O=C(c1ccccc1)c1ccccc1C(=O)N1CCOCC1	7	-1.7	-4	-0.1	15	7	0	-4	8	8	0
CCOc1ccc(/C=C/C(=O)Oc2ccc(OC)cc2)cc1	2	-0.2	-19	0.2	-9	-5	14	-14	-12	8	7
COc1ccc(/C=N/NC(=O)c2ccc3nc[nH]c3c2)c(OC)c1OC	1	-0.5	12	0.4	-6	-23	27	-6	1	3	-19
COc1ccc(S(=O)(=O)Nc2cc(S(=O)(=O)c3ccccc3)c(O)cc2C)cc1	0	0.3	2	0.0	-30	-13	1	5	-4	13	-4
O=C(N/N=C/c1ccc(OCc2ccccc2)cc1)c1ccncc1	1	-0.3	-19	0.1	-27	-12	-32	-35	4	-149	-30
CCc1ccc(-c2nnn(Cc3nn[nH]n3)n2)cc1	0	-0.2	19	0.0	-10	-16	21	-7	-12	2	12
Cc1ccc(-c2nnc(SCC(N)=O)n2C)cc1	3	1.5	7	-0.5	-7	10	15	14	9	5	-1
COc1ccc(NC(=O)CNS(=O)(=O)c2ccc(Cl)cc2)cc1	3	0.8	10	0.0	-3	-5	5	0	-3	18	1
O=C(CCCOc1ccc(Cl)cc1Cl)N1CCCc2ccccc21	-3	-2.5	10	0.0	-30	27	-60	-22	-1	-71	-7
COC(=O)c1ccc(C2NC(=O)CCC2[N+](=O)[O-])cc1 (centres undefined)	5	-0.6	-29	-0.2	-16	27	17	6	0	9	-8
N#Cc1c(N)c(C(=O)c2ccc(Cl)cc2)n2c1CCC2	-1	0.5	3	-0.1	-33	-16	14	-8	-4	23	4
Cc1occc1C(=O)NNC(=O)C1CCCCC1	1	3.3	-11	-0.3	-8	-16	18	-31	3	5	3
Cc1ccc(C)c(C(=O)O/N=C(\N)c2ccc(Br)cc2)c1	-1	-0.5	-1	2.2	-29	-13	-149	-67	11	11	-24
Cc1ccc(NC(=S)NNC(=S)NC2CCCCC2)cc1	-1	0.6	11	-0.1	-27	-8	-50	0	1	-3	-4
O=C(Nc1ccc(N2CCOCC2)c(Cl)c1)c1cccnc1	-2	-1.0	-18	-0.4	-40	-18	-123	-39	8	-103	-39
CC(C)Oc1cccc(C(=O)C2CCCN(Cc3cccn3-c3cccnc3)C2)c1 (centres undefined)	3	-0.8	9	0.1	12	6	27	34	-4	24	8
Cc1onc(-c2ccccc2)c1C(=O)N1CCc2ccccc21	2	-1.1	-5	0.0	-17	2	19	-5	-4	30	10
COc1ccc(Cl)cc1-c1nc(-c2ccc(NC(=O)c3cccs3)cc2)no1	-1	-0.4	-16	-0.2	-54	11	-218	3	24	-128	-40
CC(C)NC(=O)c1cc2ccccc2o1	0	-4.1	9	-0.2	-35	3	-10	-20	-14	9	3
Cc1nn(C(C)C)c(C)c1CN1CCN(Cc2ccsc2)C(CCO)C1 (centres undefined)	0	-1.1	4	-0.2	6	0	18	-4	8	-12	19
CCOC(=O)CSc1nc(C2CC2)nc2ccccc12	4	1.9	22	-0.1	14	16	7	11	-7	8	21
COC(=O)c1ccccc1NC(=O)c1cc2n(n1)C(C(F)F)CC(C(F)F)N2 (centres undefined)	-3	-3.6	8	-0.2	9	-10	8	5	-5	8	-8
COc1ccc(CCN(C)CCc2ccc(OC)c(OC)c2)cc1OC	4	-0.4	-4	-0.1	6	8	14	-5	-16	-11	0
COc1ccc(S(=O)(=O)c2c(C)c(NS(=O)(=O)c3ccccc3)cc(C)c2O)cc1	2	0.6	3	0.0	-18	-10	15	-2	6	15	4
COC(=O)[C@]1(CC(C)C)N[C@H](c2ccc(-c3ccc(C(C)=O)cc3)cc2)[C@@H]2C(=O)N(C)C(=O)[C@@H]21	.	-1.1	-5	0.5	-11	-1	8	-23	22	1	-6
CC(NC(=O)C1=CC=CN2CCS(=O)(=O)N=C12)c1ccc(Cl)c(Cl)c1 (centres undefined)	.	-0.1	1	-0.1	37	-19	13	-10	-15	7	5
CSc1ccc(CNC(=O)C2CCC(=O)N(CCc3ccc(Cl)cc3)C2)cc1 (centres undefined)	.	-0.9	-18	-0.1	3	5	3	3	-5	4	.
CCOC(=O)C(C)Sc1nc2ccccc2c(=O)n1CC (centres undefined)	-2	6.1	11	-0.1	-5	-1	2	9	4	-1	13
CCc1c(C)nc(SCC(=O)CC(=O)OC(C)C)c(C#N)c1C	0	-1.0	8	0.0	-1	11	-5	19	0	2	-18
COc1cc(Cl)c(C)cc1NC(=O)CN(C)C1CCS(=O)(=O)C1 (centres undefined)	.	-0.1	-16	0.0	13	-4	12	-5	-4	11	6
C=CCn1c(-c2ccc(OC)c(OC)c2)n[nH]c1=S	-2	2.6	-3	-0.1	-6	3	12	-3	3	6	4

Results in HIF-2a block (2 entries from above):
| SMILES | HIF-2a block |
| --- | --- |
| CSc1ccc(CNC(=O)C2CCC(=O)N(CCc3ccc(Cl)cc3)C2)cc1 (centres undefined) | 3 |
| CCOC(=O)C(C)Sc1nc2ccccc2c(=O)n1CC (centres undefined) | 2 |

Source: PubChem
